Assay outcomes (PubChem)
Shn3 3UTR inh: Schnurri-3 reporter inhibition in Clone20 osteoblasts. Clone20 osteoblast Shn3 3'UTR firefly luciferase, 24 h. inhibition, % at 12.5 µM. 360,000 tested, 0.52% active;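 active = mean inhibition of at least 75% with every replicate also reaching 75%; inconclusive = mean inhibition at least 75% but some replicate below; inactive = mean inhibition below 75%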;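 also: 0% = median of neutral control wells and 100% = pilot-screen positive control compound; some compounds past the cut are filed as inactive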
CaV13 ICDI inh: Disruptors of the CACNA1D IQ motif to Ca2+-dependent inactivation inhibitor domain association, primary screening, Förster resonance energy transfer in intact living …. AID 743397. 340,000 tested, 0.098% active. HEK cells, CFP/YFP FRET ICDI-IQ, plate reader, 10 min; percent FRET-ratio fall versus neutral wells. inhibition, % at 12.3 µM;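 active = mean replicate inhibition of at least 30% and at least 1% of replicates passing that level; inconclusive = only one of the two criteria is met; inactive = neither criterion is met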;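 also: 0% = median of the neutral control wells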
MITF TRPM1 inh: reduces MITF-dependent TRPM1 promoter luciferase signal; SK-MEL-5 TRPM1 promoter luciferase, 24 h; inhibition, % at 12.5 µM; 330,000 tested, 0.83% active; AID 488899;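 active = mean inhibition across replicates of 60% or more, whatever share of single replicates reaches that level; inconclusive = some that reach 60%, reason not given; inactive = mean inhibition across replicates below 60%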; also: values of inactives mirror those of a sister screen read the other way
KKLEB cytotox: counter-screen for CF NF-kB inhibitors: cytotoxicity; activity change (cytotoxicity), % at 5 µM; KKLEB CF airway cells viability, ATPlite luminescence, overnight; active compounds read low; cells stimulated with P. aeruginosa culture filtrate; 360,000 tested, 0.36% active;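 active = corrected activity change at or below -50% at 5 µM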
Vif inh: HIV Vif inhibition. 340,000 tested, 0.35% active. HEK293T cells, Vif self-association by quenched fluorescence, imaging, 24 h. inhibition, % at 7.49 µM. AID 602346; in the data active = inhibition above about 50%, passing the limit was not always enough; inconclusive = no clear call, values can overlap the other calls; inactive = below about 31%; also: some results filed as inactive read as strong as hits
CF NFkB block: cystic fibrosis NF-kB activation inhibition; 360,000 tested, 0.86% active; inhibition, % at 5 µM; AID 588850; KKLEB NF-kB-GFP reporter, PAF-induced, GFP fluorescence overnight;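 active = at least 50% inhibition at 5 µM, scaled per plate between neutral and stimulator controls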;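 also: PAF is a Pseudomonas aeruginosa culture filtrate used as stimulus; plate controls were PAF-stimulated DMSO wells for no effect and unstimulated DMSO wells for full effect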
NR2E3 ag-1: NR2E3 (human) agonism. Q9Y5X4. GST-NR2E3/biotin-RetCOR TR-FRET, 1536-well. inhibition of corepressor binding, % at 4.78 µM. 320,000 tested, 0.12% active. AID 2300;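 active = percent inhibition above the cutoff of mean plus 3 SD of all tested compounds, set per screening campaign, cut at about 20% in these data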;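 also: 0% = DMSO wells and 100% = biotin wells as full block of FRET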
Target sequence (Q9Y5X4 whole entry, looked up): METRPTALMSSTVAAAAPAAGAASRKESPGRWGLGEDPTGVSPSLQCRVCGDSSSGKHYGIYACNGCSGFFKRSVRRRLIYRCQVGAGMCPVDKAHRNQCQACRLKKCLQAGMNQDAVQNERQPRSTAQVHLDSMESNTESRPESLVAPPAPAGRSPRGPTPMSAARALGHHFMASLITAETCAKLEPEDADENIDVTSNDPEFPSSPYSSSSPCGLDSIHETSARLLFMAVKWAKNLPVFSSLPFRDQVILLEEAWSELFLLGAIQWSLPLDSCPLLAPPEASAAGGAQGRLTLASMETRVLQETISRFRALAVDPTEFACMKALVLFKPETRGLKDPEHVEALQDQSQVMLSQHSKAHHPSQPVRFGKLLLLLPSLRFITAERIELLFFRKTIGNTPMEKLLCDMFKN
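system = GST-tagged NR2E3 plus biotinylated RetCOR corepressor | input = 1.35 nM GST-NR2E3 | also added = 7 nM biotin-RetCOR | schedule = 5 h incubation at 4 °C | measured by = TR-FRET with europium anti-GST and streptavidin-D2, 340 nm excitation | read-out = percent loss of FRET ratio relative to control wells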
HIF-2a inh: HIF-2a inhibition; 360,000 tested, 0.72% active; inhibition, % at 18.8 µM; 786-0 RCC cells HIF-2a reporter, luciferase luminescence, overnight;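 active = inhibition of the luminescence signal of 40% or more relative to plate controls, in a single-dose primary screen at 18.75 µM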
PDI turbidity: inhibitors of human protein disulfide isomerase; P07237; PDI insulin aggregation turbidity, A650, 90 min; inhibition, % at 10 µM; 350,000 tested, 0.052% active; AID 588391;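 active = mean inhibition across replicates of 30% or more, whatever share of single replicates reach that level; inconclusive = mean inhibition below 30% while every single replicate reaches 30%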;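 also: absorbance from insulin aggregation driven by PDI reduction with DTT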
Target sequence (P07237 whole entry, looked up): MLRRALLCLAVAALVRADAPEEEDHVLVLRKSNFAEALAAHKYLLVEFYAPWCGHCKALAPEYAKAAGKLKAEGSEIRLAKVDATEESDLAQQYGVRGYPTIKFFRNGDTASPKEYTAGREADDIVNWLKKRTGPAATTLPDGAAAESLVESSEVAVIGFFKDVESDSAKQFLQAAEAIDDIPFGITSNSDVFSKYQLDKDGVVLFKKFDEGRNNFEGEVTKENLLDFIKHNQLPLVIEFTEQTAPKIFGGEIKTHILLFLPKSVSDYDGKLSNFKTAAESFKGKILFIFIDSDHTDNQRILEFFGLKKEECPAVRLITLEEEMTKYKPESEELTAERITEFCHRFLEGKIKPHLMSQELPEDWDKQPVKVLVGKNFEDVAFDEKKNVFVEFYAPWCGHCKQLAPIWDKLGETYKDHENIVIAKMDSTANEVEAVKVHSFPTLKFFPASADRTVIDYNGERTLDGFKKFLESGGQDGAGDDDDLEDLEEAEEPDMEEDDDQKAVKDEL
NR2E3 ag-2: activates human NR2E3 receptor; AID 602229; CHO-S Gal4-NCOR/VP16-NR2E3 two-hybrid, luciferase; inhibition of corepressor binding, % at 3.98 µM; 360,000 tested, 0.35% active; Q9Y5X4;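 active = inhibition above the mean of all tested compounds plus 3 SD, cut at about 70% in these data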;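 also: 0% = DMSO with NR2E3 transfected cells and 100% = cells lacking NR2E3 construct; higher means lower luciferase signal from less NR2E3 corepressor binding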
Peg3 prom inh: reduces Peg3 promoter-driven luciferase expression in HeLa; 360,000 tested, 1.7% active; HeLa PEG-Prom luciferase reporter, luminescence, overnight; inhibition, % at 20 µM;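 active = inhibition of at least 50% at 20 µM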
Active calls of the source: *; ? = inconclusive; nt = no result given.

Compound,NR2E3 ag-1,Vif inh,PDI turbidity,Peg3 prom inh,MITF TRPM1 inh,CF NFkB block,CaV13 ICDI inh,HIF-2a inh,NR2E3 ag-2,KKLEB cytotox,Shn3 3UTR inh
CC1CCc2c(sc3ncn(CC(=O)N4CCCCC4)c(=O)c23)C1 (stereo unspecified),0,9,-3,3,-1,12,-5,-5,-12,-13,1
O=C(COc1ccccc1Cl)NCCC1=CCCCC1,0,-1,-1,-12,1,-12,-5,-54,-30,0,-3
Cc1c(CC(=O)NCC(=O)NCC(=O)O)c(=O)oc2cc3c(cc12)CCC(C)(C)O3,-2,nt,0,-1,-4,-17,-1,8,18,12,20
COc1ccc(/C=N/NC(=O)C2C3CCCCC32C)cc1OC (stereo unspecified),-1,7,-5,17,-3,-1,-3,16,-13,-10,11
N#C/C(=C\c1ccco1)C(=O)Nc1ccc(S(N)(=O)=O)cc1,4,0,2,5,0,-13,2,2,-2,7,-9
Cc1ccc(NC(=O)N2CCN(C)CC2)cc1NC(=O)N1CCN(C)CC1,4,-6,-1,-20,0,-11,-6,8,-10,7,-12
Nc1ccc(N=Nc2ccccc2)c2ccccc12,5,nt,7,3,9,-3,-20,-7,-4,7,-1
CC(OC(=O)c1cccc(-n2cnnn2)c1)C(=O)c1ccccc1 (stereo unspecified),-2,-1,9,-47,-6,13,-2,-49,10,-15,-18
Cc1ccc(S(=O)(=O)N/N=C2/CC(c3ccccc3)Oc3ccccc32)cc1[N+](=O)[O-] (stereo unspecified),1,-11,-3,-82,-14,0,-4,-172,-51,7,-41
O=C(NN=Cc1ccc(Cl)cc1Cl)c1ccccc1,nt,0,2,-350,nt,-8,-6,-230,-106,1,-105
C(=N/N1CCN(c2ccccc2)CC1)/c1ccncc1,-1,-11,7,-31,-13,-6,6,-65,10,5,11
O=C1C(C2=NC(C(=O)O)C3C(=O)N(c4ccc(Cl)cc4)C(=O)C23)=C(O)c2ccccc21 (stereo unspecified),-4,nt,3,0,-1,16,-7,1,5,-5,-3
CCOc1ccc(OCCC(=O)N(CC(C)C)c2c(N)n(Cc3ccccc3)c(=O)[nH]c2=O)cc1,nt,21,-9,-8,0,1,-7,11,-21,-2,-16
Cc1cc(C)c(C#N)c(SCC(=O)Nc2ccccc2C(N)=O)n1,-1,2,-1,-222,-30,-14,-4,-178,-82,-21,-58
O=C(NCc1cccs1)C1CCCN(S(=O)(=O)c2cnc[nH]2)C1 (stereo unspecified),4,10,4,1,7,-23,12,13,-24,2,-1
CCOC(=O)C1C(=O)Nc2nc(C)nn2C1c1ccccc1 (stereo unspecified),2,17,1,5,1,-1,-4,20,4,-17,0
CSc1ncnc2c1ncn2CCCN1CCN(c2ccccn2)CC1,nt,nt,-5,-1,nt,4,-3,18,-28,-6,-3
S=C1NC[C@H](Cc2cccc3ccccc23)N1CC1CCCCC1,-2,-5,-3,8,10,5,-11,5,15,-17,3
O=C1C(=Cc2cccc(F)c2)Cc2ccccc21,nt,2,nt,-48,nt,-38,-5,-114,-1,-13,-9
COc1ccc(C(C#N)N2N=C(C)CC2(C)C)cc1 (stereo unspecified),-1,1,-1,6,23,4,-3,1,-10,3,-4
COc1ccc(C2CC(C(F)(F)F)n3nc(C(=O)NCCN4CCOCC4)cc3N2)cc1 (stereo unspecified),-1,0,0,-2,-99,-12,-5,2,-4,6,4
COc1cc(-c2[nH]ncc2CN2CCCC2c2nonc2C)cc(OC)c1OC (stereo unspecified),0,1,-10,-1,10,8,6,8,-3,5,-12
N/C(CN1CCCCC1)=N\S(=O)(=O)c1cc(Cl)cc(Cl)c1,2,?,0,13,0,19,-15,7,-20,-11,1
CCNc1oc(COc2cccc(C)c2)nc1C#N,1,nt,2,-121,-10,16,nt,-118,-76,-1,-43
CC(C)(C)c1ccc(C(=O)Nc2cccc3c(=O)[nH][nH]c(=O)c23)cc1,-2,0,10,-113,42,15,-6,11,19,-6,4
CCCOc1ccc(/C=N/NC(=O)C(C)Sc2ccccn2)cc1OCC (stereo unspecified),1,-1,-13,15,-1,-5,-6,20,-20,-11,-5
CCc1noc(C)c1C(=O)N1CCOCC1,0,nt,0,15,-14,-2,-8,6,-4,8,-7
c1coc(CNc2nc(-c3ccncc3)cs2)c1,-1,-21,2,-125,-40,19,-5,-135,-38,-14,-31
COc1ccccc1N1CCN(C(C)C(=O)N2CC(C)OC(C)C2)CC1 (stereo unspecified),-1,21,-2,23,12,16,-7,10,7,-1,-2
COCCn1nnnc1CN(Cc1cc2cc(OC)c(OC)cc2[nH]c1=O)C1CCCC1,-2,1,2,4,20,-1,nt,19,-17,-11,15
CCN(CC(=O)Nc1ccc2c(c1)OCCO2)C(=O)CCc1ccccc1Cl,0,-2,-5,14,nt,-10,-7,2,0,7,5
CSCCC(NC(=O)COc1ccccc1)C(=O)N(C)CC(=O)Nc1ccc(C)cc1 (stereo unspecified),-2,-27,-4,10,-1,-11,-5,12,-19,2,4
Cc1cccc(CC(=O)Nc2cc(=O)n(C)c(=O)n2C)c1,1,10,2,8,6,-1,-6,-11,4,-3,-1
Cc1ccc(OCC(=O)N/N=C\c2ccc(O)c([N+](=O)[O-])c2)c([N+](=O)[O-])c1,-2,0,-2,8,-5,8,-17,10,4,-2,-27
Cc1cccc(C(C)C)c1NC(=O)COC(=O)C1CC(=O)N(Cc2ccccc2)C1 (stereo unspecified),-1,-10,-5,0,0,-8,-4,7,2,5,-11
CCNC(=O)C1(C)CCN1C(=O)Cc1ccc(C(C)C)cc1 (stereo unspecified),nt,8,-10,-5,nt,11,-6,8,-8,5,3
CC(C)(C)NC(=O)C12CCC(C)(c3nc4ccccc4nc31)C2(C)C (stereo unspecified),-2,-10,-9,17,-6,8,-8,-13,10,4,22
O=C(Nc1ccccc1N1CCCC1)c1ccc([N+](=O)[O-])o1,-4,-4,-4,31,54,46,-3,18,20,-16,0
Cc1ccc(Oc2ccccc2NC(=O)CSCC(=O)Nc2cc(C)on2)cc1,0,nt,3,14,25,-3,-7,8,-6,-3,67
NC(=O)CSc1nc2cc(S(=O)(=O)N3CCOCC3)ccc2o1,nt,2,-1,-11,3,11,-10,8,-4,-6,9
CCOc1ccc(N2CC(C(=O)Nc3nnc(CC)s3)CC2=O)cc1 (stereo unspecified),3,1,2,-3,-2,-7,-3,10,-6,7,-8
Cc1ccc(CCNC(=O)C2CC(c3cc(C(F)(F)F)cc(C(F)(F)F)c3)=NO2)cc1 (stereo unspecified),1,0,6,1,18,-20,-5,11,-3,-26,-1
COc1ccc2cc(C(=O)C3CCCN(Cc4cnc(N5CCOCC5)s4)C3)ccc2c1 (stereo unspecified),-3,-11,0,11,2,19,2,-9,-4,-6,18
C[n+]1ccc(/C=C/c2ccc(Br)cc2)cc1,-4,11,17,-4,58,-2,nt,3,-6,1,0
CCN(c1ccccc1)S(=O)(=O)c1cccc(C(=O)NCCN2CCOCC2)c1,-3,7,0,4,-3,-1,-5,1,-6,8,-4
Cc1ccc(-c2nc(CS(=O)(=O)CC(=O)N3CCCCCC3)c(C)o2)cc1,-2,-12,nt,16,nt,13,-3,2,51,-18,12
C=C(C)CNC(=S)NNC(=O)CCn1c2ccc(Cl)cc2c2cc(Cl)ccc21,-1,-8,15,30,9,-32,-6,-25,3,4,16
COc1cccc(Nc2ccc(-n3ccnc3)nn2)c1,3,-2,10,1,-1,-2,-8,-9,-16,6,-12
COc1cccc2cc(C(=O)NCCc3ccccc3)c(=O)oc12,1,-4,1,-135,-63,-8,-22,-60,0,12,11
CN(C)S(=O)(=O)c1cc(NC(=O)COC(=O)CC2Sc3ccccc3NC2=O)ccc1Cl (stereo unspecified),nt,-2,-1,-22,-5,-4,-5,-51,-11,23,-23

(cont.)
Compound,NR2E3 ag-1,Vif inh,PDI turbidity,Peg3 prom inh,MITF TRPM1 inh,CF NFkB block,CaV13 ICDI inh,HIF-2a inh,NR2E3 ag-2,KKLEB cytotox,Shn3 3UTR inh
Cc1cccc(NC(=O)CN2CCN(C(=O)c3cc(C4CC4)nn3-c3ccccc3)CC2)c1C,nt,nt,-6,7,nt,-26,-15,20,-45,13,5
Cc1ccccc1NC(=O)CN1C(=O)NC2(CCCCC2)C1=O,1,-1,-4,3,0,-9,nt,29,-7,0,-11
COc1ccc(N=C2C(=O)N3c4c(cccc42)C(C)=CC3(C)C)cc1,0,12,-9,16,11,14,-4,12,6,-6,10
COC(=O)c1c(C)oc2ccc(NS(=O)(=O)c3cc(OC)ccc3OC)cc12,-2,2,11,37,2,21,-1,17,-20,-24,60
CN(Cc1ccc2c(c1)CCCN2C)C(=O)[C@H]1O[C@@H](n2cnc3c(N)ncnc32)[C@H](O)[C@@H]1O,nt,22,nt,12,nt,-4,-7,15,-16,-4,-1
NNC(=O)Cc1cc(=O)[nH][nH]1,nt,2,1,1,nt,0,-5,10,-8,-9,-5
CCCc1cc(=O)[nH]c(SCC(=O)C(C)(C)C)n1,0,-3,2,-4,-12,10,-5,20,-12,1,8
O=C(CN1CCN(S(=O)(=O)c2ccc(F)cc2)CC1)Nc1ccc(Cl)cn1,-1,7,5,5,-9,-7,-4,15,-16,1,13
CCC(C(=O)NN1C(=O)c2ccccc2C1=O)c1ccccc1 (stereo unspecified),0,1,-2,-11,1,-12,-1,15,10,5,17
O=[N+]([O-])c1cc([N+](=O)[O-])c(Oc2cc(F)ccc2F)cc1NN1CCCCC1,2,0,-1,7,-13,40,-7,21,1,-7,-3
Cc1c(NC2(C#N)CCCC2)c(=O)n(-c2ccccc2)n1C,0,17,-26,1,3,-6,nt,14,15,4,3
Cc1c(C)n(Cc2ccccc2)c2ccc(C(=O)NCCCN3CCOCC3)cc12,-1,-2,-2,14,-12,-5,-7,17,2,8,5
Cc1[nH]n(-c2ccccc2)c(=O)c1C=NCC1CCCO1 (stereo unspecified),-3,6,-3,-17,-16,7,8,-54,-5,3,-42
CCOC(=O)c1sc(NC(=S)NC(=O)c2cccc(OC)c2)nc1C,3,nt,-4,-85,-8,14,-1,-63,-25,-1,3
